ALDH1A1 block: ALDH1A1 (human) enzyme inhibition | P00352 | Purified ALDH1A1, NADH fluorescence, propionaldehyde substrate | Potency, µM (highest dose often 75.3 µM), for inactives: at the top dose activity, negative = inhibition, usual class: inhibitors | actives 7.3% (n = 220,000) | AID 1030; active = well fitted inhibition curve with a large enough effect, not every such curve was filed as active; inconclusive = small, poorly fitted or top-dose-only effect, or another doubt; inactive = no such curve, though single readings can be large or run the other way;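 also: plate controls were no enzyme wells and a reference inhibitor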
aGal spleen mod: inhibitors or activators of human alpha-galactosidase in spleen homogenate; Potency, µM (doses to about 80 µM), for inactives: at the highest dose activity change, negative = inhibition, most hits filed as inhibitors; actives 0.008% (n = 240,000); human spleen homogenate, 4MU-alpha-Gal fluorescence, 40 min;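 also: 0% = enzyme with vehicle and -100% = no enzyme basal signal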
Target sequence (P06280 32-429 limits assumed): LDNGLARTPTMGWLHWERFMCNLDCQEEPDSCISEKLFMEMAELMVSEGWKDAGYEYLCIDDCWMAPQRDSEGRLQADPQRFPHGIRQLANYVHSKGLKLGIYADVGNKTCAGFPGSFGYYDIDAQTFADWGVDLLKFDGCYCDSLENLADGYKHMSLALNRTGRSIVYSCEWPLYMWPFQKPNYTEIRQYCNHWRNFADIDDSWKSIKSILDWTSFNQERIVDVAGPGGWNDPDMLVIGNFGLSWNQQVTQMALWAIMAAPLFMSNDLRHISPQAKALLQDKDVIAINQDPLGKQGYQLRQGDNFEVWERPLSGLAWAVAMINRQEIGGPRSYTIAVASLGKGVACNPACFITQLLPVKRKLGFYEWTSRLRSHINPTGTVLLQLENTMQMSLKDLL
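Spleen homogenate 1 ug + cpd (titration) + 4-MU-alpha-D-galactopyranoside 1 mM; 37C 40 min; 50 mM citrate/phosphate pH 5.0, 0.01% Tween-20; stop pH 10; fluorescence 365/440; AC50 via Hill.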
GAA inhib: inhibitors of human lysosomal alpha-glucosidase; actives 0.005% (n = 200,000); Potency, µM (titrated, usually from 76.9 µM), for the others: top-dose activity change, negative = inhibition, usual class: inhibitors; purified human GAA, 4-MU-alpha-glucoside fluorescence; AID 1466; P10253;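 also: plate controls were uninhibited enzyme wells for no effect and no-enzyme background for full effect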
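Fluorogenic assay: 4 nM human alpha-glucosidase with 400 uM 4-methylumbelliferyl-alpha-D-pyranoside in 50 mM citrate/phosphate, 0.005% Tween-20, pH 5.0, 20 min at room temperature. Compounds tested up to 77 uM; AC50 from Hill fits.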
KDM4E inh: inhibitors of human JMJD2E histone demethylase; B2RXH2; JMJD2E catalytic domain, FDH-coupled NADH fluorescence (FDH is formaldehyde dehydrogenase); Potency, µM (titrated, usually from 57.1 µM), for inactives: top-dose activity change, negative = inhibition, actives largely listed as inhibitors; actives 1.6% (n = 230,000); active = well fitted inhibition curve with a large enough effect, not every such curve was filed as active; inconclusive = small, poorly fitted or top-dose-only effect, or another doubt; inactive = no such curve, though single readings can be large or run the other way;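 also: 0% = wells with enzyme and -100% = buffer wells without enzyme; nearly all actives have a fitted effect of over 50% in size; many of its hits are not listed in these tables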
SMN2 splice up: increases expression of the SMN2 splice variant; actives 2.8% (n = 210,000); HEK293 SMN2-luciferase splicing reporter, luminescence, 30-36 h; AID 1458; Potency, µM (highest dose often 46.1 µM), for the others: at the highest dose activity change, positive = activation, actives largely listed as activators; also: % of control where 0% means no effect; nearly all actives have a fitted effect of over 55% in size
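qHTS luciferase splicing reporter: luminescence rises when SMN2 exon 7 is included in transfected HEK293 cells. Compound exposure lasted 30-36 h at 37C, with 4.5 mM final sodium butyrate as control, followed by a ONE-Glo read.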
GAA spleen mod: inhibits or activates alpha-glucosidase in human spleen homogenate. Potency, µM (series often up to 79.9 µM), for the others: at the top dose activity change, negative = inhibition, actives largely listed as inhibitors. actives 0.006% (n = 240,000). human spleen homogenate, 4-MU-alpha-glucoside fluorescence. AID 2112. P10253;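 also: 0% = enzyme with vehicle and -100% = no enzyme basal signal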
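Compounds were titrated against alpha-glucosidase in spleen homogenate at pH 5.0, with 1 mM 4-methylumbelliferyl substrate for 40 min at 37 C. Reactions were quenched with pH 10 NaOH/glycine and fluorescence measured.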
RGS12 GoLoco inh: RGS12 GoLoco-Gai1 interaction inhibition. actives 0.44% (n = 230,000). Gai1:RGS12 GoLoco peptide FP, rhodamine, 10 min. Potency, µM (top dose mostly 61.6 µM), for inactives: top-dose activity, negative = inhibition, most hits filed as inhibitors. P63096. AID 880; active = well fitted inhibition curve with a large enough effect, not every such curve was filed as active; inactive = no such curve, though single readings can be large or run the other way; also: % is scaled to controls: 0 for no effect and ±100 for the full control effect; nearly all actives have a fitted effect of over 30% in size; many of its hits are not listed in these tables
Target sequence (P63096 whole entry, looked up): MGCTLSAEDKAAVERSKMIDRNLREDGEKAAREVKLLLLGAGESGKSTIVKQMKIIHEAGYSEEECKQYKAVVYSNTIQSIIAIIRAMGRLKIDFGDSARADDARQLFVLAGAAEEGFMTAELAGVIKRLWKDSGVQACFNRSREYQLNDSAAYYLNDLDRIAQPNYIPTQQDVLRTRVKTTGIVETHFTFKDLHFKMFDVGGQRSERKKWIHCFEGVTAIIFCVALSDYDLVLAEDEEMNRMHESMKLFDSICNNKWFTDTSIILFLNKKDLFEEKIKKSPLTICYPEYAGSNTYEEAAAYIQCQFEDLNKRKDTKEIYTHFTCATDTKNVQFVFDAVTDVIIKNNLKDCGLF
GAA glycogen mod: alters human alpha-glucosidase cleavage of glycogen; AID 2100; recombinant GAA, glycogen substrate, Amplex Red glucose oxidase fluorescence; P10253; actives 0.38% (n = 300,000); Potency, µM (series often up to 76.4 µM), for inactives: at the highest dose activity change, negative = inhibition, hits mostly inhibitors;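 also: 0% = full enzyme reaction and -100% = no-enzyme basal signal; the screen sought inhibitors and activators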
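Recombinant human alpha-glucosidase (4 nM final) hydrolysed bovine liver glycogen (30 ug) for 40 min at 37 C in pH 5.0 citrate/phosphate with 0.01% Tween-20. Released glucose detected by glucose oxidase/Amplex Red, Ex 573/Em 610 nm. Compounds up to 77 uM; AC50 from Hill fits.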
Starred values were filed as active, the others as inactive; [ ] = dose if it differs, or a comment. Unless noted, calls follow the shape of the dose curve; as a rule, active = well fitted curve in the direction sought with a large enough effect; inconclusive = small, poorly fitted or top-dose-only effect, or another doubt; inactive = no such curve, though single readings can be large; an effect the other way counts as inactive or inconclusive. Potency is read from the fitted curve at half-maximal effect.

Results for CCOC(=O)CNC(=O)Nc1ccccc1C(=O)OC ?
ALDH1A1 block: inconclusive; aGal spleen mod: 3%; GAA inhib: 5%; KDM4E inh: inconclusive; SMN2 splice up: -1%; GAA spleen mod: -2%; RGS12 GoLoco inh: -4%; GAA glycogen mod: -2%

Results for CCN(CC)C(=O)CSc1nc2cc3c(cc2c(=O)n1Cc1ccco1)OCO3 ?
ALDH1A1 block: 0.89µM*; aGal spleen mod: 2%; GAA inhib: 6%; KDM4E inh: -9%; SMN2 splice up: -18%; GAA spleen mod: 0%; RGS12 GoLoco inh: 5%; GAA glycogen mod: -17%

What do the screens show for `CCOC(=O)CNC(=S)N(CCCN1CCCCCC1)Cc1cccs1`?
ALDH1A1 block: 0%; aGal spleen mod: -2%; GAA inhib: -2%; KDM4E inh: -5%; SMN2 splice up: -6%; GAA spleen mod: 1%; RGS12 GoLoco inh: 11%; GAA glycogen mod: 13%

What do the screens show for `O=C1c2ccccc2NC(c2c(Cl)cccc2Cl)N1Cc1ccccc1` (stereo not given)?
ALDH1A1 block: inconclusive; aGal spleen mod: -6%; GAA inhib: inconclusive; KDM4E inh: inconclusive; SMN2 splice up: -4%; GAA spleen mod: -15%; RGS12 GoLoco inh: 6%; GAA glycogen mod: -11%

How did Cc1cc(C)nc(SCC(=O)NC2=NN=C(c3ccc(Br)cc3)CS2)n1 do in these assays?
ALDH1A1 block: 0%; aGal spleen mod: -3%; GAA inhib: -1%; KDM4E inh: -9%; SMN2 splice up: -4%; GAA spleen mod: -11%; RGS12 GoLoco inh: 5%; GAA glycogen mod: -6%

How did COc1ccc(-c2nc3ccc(C(=O)NCC(OC)OC)cc3nc2-c2ccc(OC)cc2)cc1 do in these assays?
ALDH1A1 block: inconclusive; aGal spleen mod: 12%; GAA inhib: 0%; KDM4E inh: inconclusive; SMN2 splice up: -15%; GAA spleen mod: 12%; RGS12 GoLoco inh: -8%; GAA glycogen mod: -13%

How did COc1ccc(C(=O)NC(Nc2ccc(C)cc2)C(Cl)(Cl)Cl)cc1 (stereo not given) do in these assays?
ALDH1A1 block: inconclusive; aGal spleen mod: -2%; GAA inhib: 1%; KDM4E inh: 1%; SMN2 splice up: -58%[inhibitor]; GAA spleen mod: -9%; RGS12 GoLoco inh: -8%; GAA glycogen mod: 2%

How did CCOC(=O)c1c(NC(=O)C2CCCO2)sc2c1CCC2 (stereo not given) do in these assays?
ALDH1A1 block: 22µM*; aGal spleen mod: 3%; GAA inhib: 2%; KDM4E inh: -28%; SMN2 splice up: -3%; GAA spleen mod: -3%; RGS12 GoLoco inh: -1%; GAA glycogen mod: 0%

How did O=C(COc1ccc(Cc2ccccc2)cc1)c1ccc(F)cc1 do in these assays?
ALDH1A1 block: 9%; aGal spleen mod: 8%; GAA inhib: -5%; KDM4E inh: -8%; SMN2 splice up: 3%; GAA spleen mod: 2%; RGS12 GoLoco inh: 3%; GAA glycogen mod: -4%

What do the screens show for `CN(C)CCCN(C(=O)c1cccc(N2C(=O)CCC2=O)c1)c1nc2cc3c(cc2s1)OCO3`?
ALDH1A1 block: -11%; aGal spleen mod: 4%; GAA inhib: 4%; KDM4E inh: -1%; SMN2 splice up: -37%; GAA spleen mod: 4%; RGS12 GoLoco inh: 7%; GAA glycogen mod: 10%

Results for c1cncc(-c2cc(NCc3cccs3)ncn2)c1 ?
ALDH1A1 block: -11%; aGal spleen mod: -1%; GAA spleen mod: 2%; RGS12 GoLoco inh: 3%

How did O=C(c1cccc(F)c1)N1CCc2ccccc21 do in these assays?
ALDH1A1 block: -14%; aGal spleen mod: -3%; GAA inhib: inconclusive; KDM4E inh: 7%; SMN2 splice up: 13%; GAA spleen mod: -11%; RGS12 GoLoco inh: 7%; GAA glycogen mod: 5%

How did COc1cccc(-c2cc(C(=O)Nc3cnn(Cc4ccccc4C)c3)no2)c1 do in these assays?
ALDH1A1 block: 32%[activator]; aGal spleen mod: 1%; GAA inhib: -2%; KDM4E inh: 189%[activator]; SMN2 splice up: -26%; GAA spleen mod: 3%; RGS12 GoLoco inh: 6%; GAA glycogen mod: 1%

How did CN(CC(=O)Nc1ccccc1Cl)C(=O)c1cc(=O)[nH]c2ccccc12 do in these assays?
aGal spleen mod: -8%; KDM4E inh: inconclusive; GAA spleen mod: 0%; RGS12 GoLoco inh: -3%; GAA glycogen mod: 5%

How did COc1ccc(NC(=O)CSc2nccn2-c2ccccc2)c(OC)c1 do in these assays?
ALDH1A1 block: 9%; aGal spleen mod: -1%; GAA inhib: -1%; KDM4E inh: 10%; SMN2 splice up: 1%; GAA spleen mod: -5%; RGS12 GoLoco inh: 16%; GAA glycogen mod: -10%

What do the screens show for `O=C(O)C1(c2cccc(Cl)c2)CCC1`?
ALDH1A1 block: 4%; aGal spleen mod: 4%; KDM4E inh: 3%; SMN2 splice up: -18%; GAA spleen mod: 2%; RGS12 GoLoco inh: 2%; GAA glycogen mod: 8%

Results for O=C(CC(c1ccccc1)(c1ccccc1)c1ccccc1)N[C@@H](Cc1ccc(O)cc1)C(=O)O ?
ALDH1A1 block: 8%; aGal spleen mod: -1%; KDM4E inh: 7%; GAA spleen mod: 1%; RGS12 GoLoco inh: 3%; GAA glycogen mod: 10%

Results for COc1ccc(-c2nc3c(c4c2C[C@H](c2ccccc2)OC4)CN(S(=O)(=O)c2ccc(NC(C)=O)cc2)CC3)c(C)c1 ?
ALDH1A1 block: 0.45µM*; aGal spleen mod: -4%[17.5 µM]; KDM4E inh: 5%[11.4 µM]; SMN2 splice up: 2%[9.22 µM]; GAA spleen mod: 3%[17.4 µM]; RGS12 GoLoco inh: 8%[14.2 µM]

Results for Cn1c(=O)c([N+](=O)[O-])c(Oc2ccccc2)c2ccccc21 ?
ALDH1A1 block: 18µM*; aGal spleen mod: -7%; GAA inhib: 3%; KDM4E inh: -9%; GAA spleen mod: 0%; RGS12 GoLoco inh: -6%; GAA glycogen mod: 16%

What do the screens show for `CC(OC(=O)CCc1nc2ccccc2c(=O)[nH]1)C(=O)NC1CCCC1` (stereo not given)?
ALDH1A1 block: -4%; aGal spleen mod: 8%; GAA inhib: 3%; KDM4E inh: 8%; GAA spleen mod: 3%; GAA glycogen mod: -2%

How did Cc1ccc(-c2cc(C(=O)Nc3cccnc3)[nH]n2)c(O)c1C do in these assays?
aGal spleen mod: 4%; KDM4E inh: -3%; GAA spleen mod: -4%; RGS12 GoLoco inh: 9%; GAA glycogen mod: -12%

What do the screens show for `O=C(NCCc1ccccc1)c1cc(=O)[nH]c2ccccc12`?
ALDH1A1 block: inconclusive; aGal spleen mod: -11%; GAA inhib: -2%; KDM4E inh: inconclusive; SMN2 splice up: -3%; GAA spleen mod: -15%; RGS12 GoLoco inh: 2%; GAA glycogen mod: 4%

How did Clc1nc(-c2ccccc2)cc(-c2ccccc2)n1 do in these assays?
ALDH1A1 block: inconclusive; aGal spleen mod: 0%; GAA inhib: 0%; KDM4E inh: -3%; SMN2 splice up: -56%[inhibitor]; GAA spleen mod: -1%; RGS12 GoLoco inh: -7%; GAA glycogen mod: 9%

What do the screens show for `COC(=O)c1ccc(S(=O)(=O)N2CCN(C(c3ccccc3)c3ccccc3)CC2)n1C`?
aGal spleen mod: -9%; KDM4E inh: 0%; GAA spleen mod: -3%; RGS12 GoLoco inh: 0%; GAA glycogen mod: -4%

How did Cc1ccc(C2CC2c2n[nH]c(=S)n2-c2ccc(C)cc2)cc1 (stereo not given) do in these assays?
ALDH1A1 block: inconclusive; aGal spleen mod: -1%; GAA inhib: -7%; KDM4E inh: -4%; SMN2 splice up: 4%; GAA spleen mod: -2%; RGS12 GoLoco inh: 3%; GAA glycogen mod: inconclusive

Results for C=CCC1C=C(C)CC(CC=C)N1 (stereo not given) ?
ALDH1A1 block: 1%; aGal spleen mod: 3%; GAA inhib: 6%; KDM4E inh: -2%; SMN2 splice up: 3%; RGS12 GoLoco inh: -3%; GAA glycogen mod: -4%

What do the screens show for `O=S(=O)(NNc1nccc(C(F)(F)F)n1)c1cccc(Cl)c1Cl`?
aGal spleen mod: 0%; KDM4E inh: 0%; GAA spleen mod: -12%; RGS12 GoLoco inh: -19%; GAA glycogen mod: inconclusive

Results for CCOCCc1nnc(NC(=O)C(CC)c2ccccc2)s1 (stereo not given) ?
ALDH1A1 block: 10%; aGal spleen mod: 1%; GAA inhib: 0%; KDM4E inh: -4%; SMN2 splice up: -12%; GAA spleen mod: 0%; RGS12 GoLoco inh: -31%; GAA glycogen mod: -5%

Results for Cc1ccccc1NC(=O)COC(=O)Cc1cccc(C(F)(F)F)c1 ?
ALDH1A1 block: -3%; aGal spleen mod: -4%; GAA inhib: 4%; KDM4E inh: 1%; GAA spleen mod: -7%; GAA glycogen mod: 0%

How did O=C(Nc1cccc(Br)c1)c1ccc(CSc2ccccc2)cc1 do in these assays?
ALDH1A1 block: 2%; aGal spleen mod: -2%; GAA inhib: -8%; KDM4E inh: -4%; SMN2 splice up: -8%; GAA spleen mod: -3%; RGS12 GoLoco inh: 18%; GAA glycogen mod: -7%

What do the screens show for `O=C(NCC1CCCO1)c1ccc2c(=O)n(Cc3ccc(Cl)cc3)c(=S)[nH]c2c1` (stereo not given)?
ALDH1A1 block: -1%; aGal spleen mod: -10%; GAA inhib: -6%; KDM4E inh: 1%; SMN2 splice up: -11%; GAA spleen mod: -3%; RGS12 GoLoco inh: 26%; GAA glycogen mod: 1%

What do the screens show for `CCCn1c2ccccc2c2cc(C(=O)O)ccc21`?
ALDH1A1 block: inconclusive; aGal spleen mod: 1%; GAA inhib: -4%[15.4 µM]; KDM4E inh: 3%; SMN2 splice up: -16%; GAA spleen mod: 5%; RGS12 GoLoco inh: 28%; GAA glycogen mod: -1%

Source: PubChem BioAssay

A portion of the library; count on the stated rates, not on these rows.
